Assay outcomes as filed in PubChem.
TDP1 cell CPT – qHTS for Inhibitors of human tyrosyl-DNA phosphodiesterase 1 (TDP1): qHTS in cells in presence of CPT; chicken DT40 Tdp1-/-;hTDP1 cells + 20 nM CPT, ATP luminescence, 48 h; 420,000 compounds, 12% hits; Potency, µM (titrated, usually from 46.2 µM), for the others: at the top dose activity change, negative = growth inhibition, actives largely listed as inhibitors; AID 686979, 2013; note: nearly all actives have a fitted effect of over 55% in size
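Cell growth measured by CellTiter-Glo luminescence after a minimum 48 h, 37 C compound exposure with 20 nM CPT in Tdp1-knockout DT40 cells stably expressing hTDP1, seeded 400/well; qHTS titration format.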
TDP1 cell noCPT – qHTS for Inhibitors of human tyrosyl-DNA phosphodiesterase 1 (TDP1): qHTS in cells in absence of CPT | DT40 Tdp1-/- hTDP1 cells, no CPT, ATP luminescence, 48 h | Potency, µM (doses to about 46.2 µM), inactives show at the top dose activity change, negative = growth inhibition, hits mostly inhibitors | 420,000 compounds, 15% hits; note: nearly all actives have a fitted effect of over 55% in size
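Compound effects on proliferation are scored in DT40 Tdp1-/-;hTDP1 cells in the absence of CPT. ATP levels (CellTiter-Glo luminescence) are recorded after a ≥48 hr, 37 °C incubation.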
KAT2A inh – qHTS Assay for Inhibitors of GCN5L2 | Histone acetyltransferase KAT2A (Homo sapiens), Q92830 | GCN5L2 HAT assay, ThioGlo1 CoA-SH fluorescence | Potency, µM (series often up to 58.9 µM), inactives show at the highest dose activity change, negative = inhibition, actives largely listed as inhibitors | 390,000 compounds, 0.21% hits | AID 504327, 2011
Target sequence (Q92830 whole entry, looked up): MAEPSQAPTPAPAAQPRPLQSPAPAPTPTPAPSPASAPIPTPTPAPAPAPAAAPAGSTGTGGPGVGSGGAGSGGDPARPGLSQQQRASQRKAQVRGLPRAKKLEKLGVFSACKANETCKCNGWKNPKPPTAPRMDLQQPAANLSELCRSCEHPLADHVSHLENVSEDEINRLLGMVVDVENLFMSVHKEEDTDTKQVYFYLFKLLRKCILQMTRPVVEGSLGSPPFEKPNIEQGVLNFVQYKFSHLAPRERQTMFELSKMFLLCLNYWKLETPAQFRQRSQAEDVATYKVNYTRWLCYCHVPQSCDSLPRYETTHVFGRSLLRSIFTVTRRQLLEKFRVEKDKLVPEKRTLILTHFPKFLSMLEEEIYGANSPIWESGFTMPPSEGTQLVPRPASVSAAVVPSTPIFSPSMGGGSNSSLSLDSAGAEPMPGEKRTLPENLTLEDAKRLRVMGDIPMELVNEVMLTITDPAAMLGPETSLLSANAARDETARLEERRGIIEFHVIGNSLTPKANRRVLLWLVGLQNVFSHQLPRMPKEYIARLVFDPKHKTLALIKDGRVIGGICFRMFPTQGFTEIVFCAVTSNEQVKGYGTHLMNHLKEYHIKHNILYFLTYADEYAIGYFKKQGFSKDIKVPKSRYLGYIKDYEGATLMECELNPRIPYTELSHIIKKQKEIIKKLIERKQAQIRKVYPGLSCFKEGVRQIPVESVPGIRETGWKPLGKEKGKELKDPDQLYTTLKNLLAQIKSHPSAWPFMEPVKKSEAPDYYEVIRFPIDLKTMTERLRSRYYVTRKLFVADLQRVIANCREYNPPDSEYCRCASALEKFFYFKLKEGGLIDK
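GCN5L2 (20 nM) in 50mM HEPES pH 7.5, 0.1mM EDTA, 0.01% Tween-20 preincubated 15 min with compounds at room temperature. Reaction started with H3(1-25) 75uM, acetyl-CoA 70uM, ThioGlo1 50uM; CoA-thiol fluorescence (Ex340/Em540) read at 0 and 20 min.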
The depositor's hits bear a star; ? = inconclusive; nt = not tested or not shown; & = joins results of further samples; [ ] = remark or other dose. Calls come from the whole dose curve; as a rule, active = well fitted curve in the direction sought with a large enough effect; inconclusive = small, poorly fitted or top-dose-only effect, or another doubt; inactive = no such curve, though single readings can be large; an effect the other way counts as inactive or inconclusive. % is set by controls: 0 for no effect and ±100 for the full control effect; potency is the fitted concentration of half-maximal effect.

SMILES	TDP1 cell CPT	TDP1 cell noCPT	KAT2A inh
COc1ccc(-c2csc(NC(=O)COC(=O)c3ccco3)n2)cc1	23µM*	?	-1%
CCCNCC(O)Cn1c2ccccc2n2c(=O)cc(C)c(C#N)c12 (configuration not stated)	?	?	1%
COc1ccc(-c2ccc(SCC(=O)Nc3cc(C)on3)nn2)cc1OC	-3%	-21%	-24%
CCOc1ccc2nc(NC(=O)CS(=O)(=O)c3ccc(C)cc3)sc2c1	-14%	16µM*	-2%
C/C(CC(=O)Nc1cc(C)cc(C)c1)=N\NC(=O)c1ccccn1	0%	-16%	0%
O=C(c1ccc2c(c1)OCO2)N(Cc1cc2ccc(F)cc2nc1N1CCC(O)CC1)CC1CCCO1 (configuration not stated)	5%[9.04 µM]	?	nt
CCCOc1ccc(C(=O)CCC(=O)OCC(=O)N2CCN(S(=O)(=O)c3ccc(C)cc3C)CC2)cc1	-33%	?	nt
O=C(NNC(=O)c1ccccc1Cl)c1ccco1	-9%	-9%	3%
Cc1ccc(S(=O)(=O)N(C)CCCC(=O)Nc2cccc3ccccc23)cc1	?	?	0%
CC(=O)N1CCCc2cc(S(=O)(=O)N3CCCC(C(=O)N4CCN(c5cccc(Cl)c5)CC4)C3)ccc21 (configuration not stated)	8.2µM*	8.2µM*	-8%&2%
CSCCC(NC(=O)c1ccccc1Cl)C(=O)N1CCCC(C)C1 (configuration not stated)	-15%	-25%	nt
CC(=O)Nc1sc(NC(=O)c2ccc(C)cc2)nc1-c1cccs1	-12%	-3%	-1%
O=C(NCCCN1CCOCC1)c1ccc(Cl)cc1Cl	5%	12%	3%
Cc1ccsc1C(=O)OCC(=O)NC1CCCCC1	-6%	-5%	nt
CCN(c1ccc(NC(=O)COC(=O)c2ccc([N+](=O)[O-])o2)cc1)C(C)C	-20%	-10%	1%
OCCC1CN(C2CCC2)CCN1Cc1ccc(F)c(F)c1 (configuration not stated)	2%	-27%	-11%
CCCCN1C(=O)C(CC(=O)NC(c2ccccc2)c2ccccc2)CC(C(=O)N(CC)CC)=C1C (configuration not stated)	18µM*	21µM*	nt
Cc1csc(NC(=O)CSc2nc3ccccc3c(=O)[nH]2)n1	-24%	-27%	-7%
CCn1c(CNC(=O)C23CC4CC(CC(C4)C2)C3)nnc1SCC(=O)Nc1ccc(C)cc1	-21%	?	-3%
Cc1cc(F)ccc1-c1cc(C(=O)NCc2ccco2)[nH]n1	-2%	-10%	nt
S=C(N/N=C1\CCc2ccccc21)NC1CCCCC1	?	23µM*	2%
Cc1cc(F)ccc1S(=O)(=O)N(C(=O)c1ccncc1)c1ccc(OC(=O)c2ccncc2)cc1	23µM*	15µM*	-2%
O=C1c2ccccc2C(Nc2ccc(-c3nc4ccccc4[nH]3)cc2)N1Cc1ccco1 (configuration not stated)	?	18µM*	-1%
COc1cc(C(=O)COC(=O)c2ccc([N+](=O)[O-])o2)cc(OC)c1OC	-12%	-9%	1%
C=C(C)COc1ccc(-c2ncncc2-c2ccc(Cl)cc2)c(O)c1	-30%	-20%	-7%

Whole records, quoted from the list.
CCOc1ccc2nc(NC(=O)CS(=O)(=O)c3ccc(C)cc3)sc2c1 reads TDP1 cell CPT: -14%; TDP1 cell noCPT: 16µM*; KAT2A inh: -2%
CCn1c(CNC(=O)C23CC4CC(CC(C4)C2)C3)nnc1SCC(=O)Nc1ccc(C)cc1 reads TDP1 cell CPT: -21%; TDP1 cell noCPT: ?; KAT2A inh: -3%

The list continues.
SMILES	TDP1 cell CPT	TDP1 cell noCPT	KAT2A inh
O=C(Nc1ccc(S(=O)(=O)N2CCCC2)cc1)c1cccnc1Cl	1%	-22%	-23%
CCC(=O)NNc1cc(=O)c2c(=O)n(C)c(=O)n(C)c2[nH]1	4%	-3%	-9%
O=C1NC(Cc2ccc(O)cc2)c2nc3ccc(Br)cc3c(=O)n2-c2cc3ccccc3cc21 (configuration not stated)	12µM*	9.2µM*	nt
CCCC(=O)Nc1ccccc1-c1nnn(CC(=O)Nc2ccc(OCC)cc2)n1	?	21µM*	-6%
COc1ccc(C(=O)NNC(=S)NC(=O)c2ccc(OC)cc2)cc1	16µM*	?	-8%
COc1cc2c(cc1OC)C(Cc1ccc(O)cc1)N(C)CC2 (configuration not stated)	-4%	-4%	-5%
Clc1ccccc1-c1ccc2ncnc(NCCN3CCOCC3)c2c1	?	?	3%
COc1ccc([C@H]2C(C(=O)O)=C[C@@H](C(C)(C)C)N2S(=O)(=O)c2ccccc2)cc1	7%	3%	-7%
Cc1cccc(OCC(O)Cn2c(N3CCCCC3)nc3c2c(=O)[nH]c(=O)n3C)c1 (configuration not stated)	?	23µM*	-5%
CC1=NNC(=O)C1C(c1ccc(F)cc1)C(C#N)C#N (configuration not stated)	-23%	-25%	nt
Cc1ccc(NC(=O)CCc2ccc(C)o2)c(C)c1	?	-26%	-6%
Cc1cccc(NC(=O)Nc2nnc(N(C)C3CCCCC3)s2)c1C	-2%	?	-4%
CCn1cc2nc(SCc3ccccc3)n(Cc3ccc(C)cc3)c(=O)c2n1	16µM*	10µM*	-8%
CCC1CCCCN1CCCNC(=O)c1[nH]c2ccccc2c1Sc1ccc(Cl)cc1 (configuration not stated)	?	?	-3%
Cc1ccc2cc(CN(C(=O)c3ccncc3)C(C)C)c(=O)[nH]c2c1	0%	-29%	0%
O=C(COC(=O)/C=C/c1cccc(Br)c1)NCc1ccco1	3%	2%	-11%
O=C(N/N=C/c1sc(N2CCOCC2)nc1-c1ccccc1)c1ccccc1O	-29%	?	-19%
COCCNC(=S)N(C)[C@H]1C[C@H]2c3cc(-c4ccccc4)ccc3CCN2C(=O)[C@H]1[C@H](C)O	?	9.2µM*	nt
CCOc1ccc(-c2nc(N)ncc2Oc2ccc(OC)cc2)c(O)c1	-5%	2%	-10%
Cc1ccc(NC(=O)C2CCN(S(=O)(=O)c3c(C)noc3C)CC2)c(C)c1	2%	-10%	-7%
CCOc1ccc(NC(=O)N(C2CCCC2)C2CCN(C(C)=O)CC2)cc1	0%	-4%	-4%
Cc1cc(NS(=O)(=O)c2ccc(NC(=O)c3ccc(Cl)nc3)cc2)nc(C)n1	-3%	-18%	nt
CCN1CCN(c2ccc(S(=O)(=O)N3CCCCC3)cc2NC(=O)/C=C/c2ccc(F)cc2)CC1	?	?	-12%
COCCCN1C(=O)C(CC(=O)NCc2ccco2)CC(C(=O)N(C(C)C)C(C)C)=C1C (configuration not stated)	3%	21%	nt
COc1ccc(Cc2nnc(NC(=O)Cn3cnc4c3c(=O)n(C)c(=O)n4C)s2)cc1	-7%	-15%	-2%

Quoted from the listing:
Clc1ccccc1-c1ccc2ncnc(NCCN3CCOCC3)c2c1 in KAT2A inh reads 3%
O=C1c2ccccc2C(Nc2ccc(-c3nc4ccccc4[nH]3)cc2)N1Cc1ccco1 (configuration not stated) in KAT2A inh reads -1%
O=C(N/N=C/c1sc(N2CCOCC2)nc1-c1ccccc1)c1ccccc1O in KAT2A inh reads -19%
CCC(=O)NNc1cc(=O)c2c(=O)n(C)c(=O)n(C)c2[nH]1 in TDP1 cell CPT reads 4%

The list continues:
SMILES	TDP1 cell CPT	TDP1 cell noCPT	KAT2A inh
Cc1ccc(NC(=O)Cn2cc(C(=O)C3CC3)c3ccccc32)cc1C	?	-20%	0%
O=c1c2c(nc3cc(-c4ccc(F)cc4)[nH]n13)CCCC2	?	?	-2%
O=c1c2cn[nH]c2nc(SCc2c(F)cccc2F)n1-c1ccc(Cl)cc1	?	?	-15%&-2%
CCCCc1cn([C@@H](CCCCN)C(=O)N2CCNCC2)nn1	-2%	4%	-3%
CSc1nc2nc(-c3ccccc3)cc(=O)n2[nH]1	-27%	?	?
Cc1ccnc(NC(=O)CCS(=O)(=O)c2ccccc2)c1	2%	-5%	-4%
CC(C)Cn1c(N)cc(=O)n(C)c1=O	2%	-6%	-14%
CCOc1ccccc1C(=O)NC1(C(F)(F)F)C(=O)Nc2c1c(=O)[nH]c(=O)n2-c1ccccc1 (configuration not stated)	-3%	10%	4%
CN1N=C(C(=O)N2CCCC(Nc3ccc(F)c(F)c3)C2)CCC1=O (configuration not stated)	11%	2%	-2%
CCOC(=O)c1cc(-c2ccccc2)n(CCC(=O)NCCc2ccc(C)cc2)c1C	15µM*	8.2µM*	-8%
CC(=O)N1CCCc2cc(S(=O)(=O)CCC(=O)N3CCN(c4cccc(C)c4)C(C)C3)ccc21 (configuration not stated)	21µM*	?	-7%
O=C(NCCc1ccccc1)c1ccc2nc(-c3ccco3)c(-c3ccco3)nc2c1	21µM*	18µM*	?
O=C(NC(=S)N1CCOCC1)c1ccc(F)cc1	-22%	-9%	?
COc1cccc(N(C(=O)CNC(=O)c2ccco2)C(C(=O)NC2CCCCC2)c2cccnc2)c1 (configuration not stated)	8%	-8%	-2%
COC(=O)c1cn(CC(=O)Nc2ccc(F)cc2)c2ccccc12	-22%	?	-6%
Cc1ccsc1/C=N\Nc1cn[nH]c(=O)c1Cl	-20%	-18%	-21%
O=C(Nc1ccc2ccccc2n1)Nc1ccccc1F	-3%	2%	3%
C=CCn1c(Cc2ccccc2)nnc1SCc1nc2ccccc2c(=O)[nH]1	-6%	-7%	1%
COc1ccc(C2=NO[C@@H]3[C@@H]4C[C@@H]([C@H]5C(=O)N(C)C(=O)[C@@H]45)[C@H]23)c(OC)c1	5%	-25%	-3%
COC(=O)Nc1ccccc1C(=O)N1CCN(c2ccc(C)cc2)CC1	-14%	-28%	2%
COc1ccc(C(=O)Nc2cc(-c3nn4c(C)nnc4s3)ccc2C)cc1	-25%	-17%	-2%
CC(=O)Nc1cccc(NC(=O)C2CCCN2C(=O)Nc2ccccc2C)c1 (configuration not stated)	-20%	-3%	1%
O=C(CCc1nc2ccccc2c(=O)[nH]1)Nc1nnc(SCc2ccc(F)cc2)s1	-4%	-7%	-4%
C=CCn1c(SCC(=O)NCc2ccco2)nnc1-c1cccc(N(C)C)c1	?	?	nt
Cc1cc2cc(C(c3nnnn3CC3CCCO3)N3CCCc4ccccc43)c(=O)[nH]c2cc1C (configuration not stated)	?	?	-8%

Next records follow.
SMILES	TDP1 cell CPT	TDP1 cell noCPT	KAT2A inh
CN(Cc1ccccc1)C(=O)C1CCC(CNS(=O)(=O)c2cccc3cccnc23)CC1 (configuration not stated)	?	?	2%
O=C(COc1ccccc1Cl)Nc1nc(-c2ccc(F)cc2)ns1	4%	-21%	-9%
COc1cc(Nc2nc(SCC(=O)c3ccc(Br)cc3)nc3ccccc23)cc(OC)c1	5.2µM*	2.9µM*	-3%
COc1cc(OC)cc(C(=O)NCCNc2nc3cc(C)cc(C)c3cc2C#N)c1	?	23µM*	1%
O=C(NC1CCCCC1)NC1CCCCC1	-21%	-13%	17%
Cn1c(-c2ccc(C=O)s2)nc2ccccc21	-24%	-30%	-6%
COc1cc(C(=O)OCCC(C)C)cc(OC)c1O	-16%	-24%	-7%
O=C(CN1CCOc2ccccc21)N1CCCC1	-6%	5%	2%
CC1=C(C(=O)N(C)C)CC(CC(=O)NC2CCCCC2)C(=O)N1Cc1ccccc1 (configuration not stated)	-3%	-4%	nt
O=C(O)c1ccc(N/N=C/C2=C(N3CCOCC3)C(=C\c3ccccc3)/CC2)cc1	?	21µM*	-14%
COc1ccccc1NS(=O)(=O)c1ccc(C(=O)NCC(c2ccccc2OC)N2CCCC2)cc1 (configuration not stated)	-11%	10%	nt
O=C(Nc1ccc(OCc2cc(=O)n3c4c(sc3n2)CCCC4)cc1)c1cccc(F)c1	?	?	-3%
COCCNC(=O)C1(C)CCCN(Cc2ccc3ccccc3c2Br)C1 (configuration not stated)	?	?	nt
CCC(=O)N1CCC1(C)C(=O)Nc1cccc(OC)c1OC (configuration not stated)	-1%	-9%	nt
CCCCNC(=O)C[C@@H]1C[C@@]2(C(=O)OCC)CCC=C2N(Cc2ccc(Cl)cc2Cl)C1=O	?	16µM*	nt
CC(C)C[C@H]1CN=C(Nc2ccccc2)N1CCC(C)c1ccccc1 (some centres not stated)	?	?	2%
O=C(O)c1c(-c2ccccc2)cnc2ccccc12	3%	4%	nt
CN(C)c1ccc(N/C=C/C(=O)C(F)(F)F)cc1	-20%	-24%	?
COc1cccc(CNC(=O)Cc2c(C)c3ccc(OC)c(C)c3oc2=O)c1	1%	-3%	-13%
CC1(C(=O)NS(=O)(=O)c2ccc(Br)cc2)CCN1C(=O)Cc1cccs1 (configuration not stated)	3%	-19%	nt
Cc1c(C2OC(=O)C3(CCCCC3)C(=O)C2(C)C)c(=O)n(-c2ccccc2)n1C (configuration not stated)	?	-12%	-5%

Rows are unselected; about 18% have a hit in one of these screens.
